Compound activity deposited in PubChem BioAssay by several laboratories.
HSF1 inhib = HSF1 inhibition; NIH3T3-HGL HSE-luciferase, MG132-induced, luminescence 8 h; stronger effect = lower value; activity change, negative = inhibition, % at 7.5 µM (by protocol); hit rate 0.77% among 300,000; AID 2098;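 active = more than half of replicate wells show activity change below -50%, luminescence cut by over half; inconclusive = some wells, but at most half, below -50%; inactive = no replicate well below -50%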;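 also: luciferase reports HSF-1 transcriptional activity via heat shock element; 0% = median of DMSO wells and -100% = zero luminescence signal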
HSF1 activator = increases HSF-1 driven luciferase reporter signal; hit rate 1.7% among 300,000; NIH3T3-HGL HSF-1 luciferase reporter, MG132, 8 h; 100% = twice DMSO control signal; activation, % at 9 µM;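 active = mean replicate activation of at least 50% with a set share of replicates each reaching 50%; inconclusive = only one of those two conditions met; inactive = mean below 50% and too few replicates reaching it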;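 also: 0% = median of the neutral control wells and 100% = twice that signal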
IEC-6 tox = counter-screen for KLF5 inhibitors: cytotoxicity in IEC-6 cells | hit rate 0.78% among 290,000 | IEC-6 cytotoxicity, luminescence viability | inhibition, % at 5 µM | AID 1825; in the data active = inhibition above about 22%;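 also: 0% = plate median of test compound wells and 100% = cytotoxic reference compound wells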
HSP90 refold inh = HSP90 refolding inhibition in rabbit reticulocyte lysate | luciferase refolding luminescence, 3 h | AID 1789 | hit rate 0.91% among 290,000 | inhibition, % at 5.6 µM;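 active = inhibition above the screen-wide mean plus 3 SD, computed separately per campaign, cut at about 16% in these data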;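 also: 0% = DMSO wells and 100% = 60 µM geldanamycin wells; inhibitors lower the luminescence because luciferase stays unfolded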
KLF5 inhibitor = suppresses KLF5 promoter-driven expression; DLD-1 KLF5 promoter-luciferase reporter, luminescence; inhibition, % at 5 µM; hit rate 0.23% among 290,000; AID 1700;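 active = inhibition above a per-plate limit of that plate's mean compound inhibition plus 3 SD, cut at about 60% in these data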;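 also: 0% = DMSO wells and 100% = LY294002 at 200 µM; higher means less KLF5 promoter-driven luciferase light; inactives centre near -14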
aSyn UTR inh = 5' untranslated region of α-synuclein, MLPCN primary screen; alpha-synuclein 5'UTR reporter, inhibitor activity; inhibition, % (tested at 7.5 µM); hit rate 0.82% among 300,000; AID 1813; in the data active = inhibition above about 60%; inconclusive = no clear call, values can overlap the other calls;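 also: H4 neuroglioblastoma cells stably carrying SNCA 5'UTR luciferase fusion; 0% = DMSO wells and 100% = positive control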
HIF act = HIF pathway transcriptional activation | AID 1910 | U2OS HRE-luciferase reporter, luminescence; normalized: DMSO 0%, desferrioxamine 100% | activation, % at 7.5 µM (by protocol) | hit rate 0.32% among 300,000;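 active = mean activation of at least 10% of the iron chelator positive control signal, with at least half of replicates also reaching 10%; inconclusive = mean and replicate majority disagree about reaching 10%; inactive = mean and most replicates under 10%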
AI-2 QS modul = modulators of Vibrio harveyi AI-2 quorum sensing system; Vibrio harveyi JMH597 AI-2 luminescence/OD600 ratio, 9 h; stronger effect = lower value; strain lacks LuxN and CqsS sensors; 0 = neutral-control median; hit rate 0.4% among 300,000; AID 2094; activity change, % at 7.5 µM; in the data active = activity change below about -75%, passing the limit was not always enough; inconclusive = no clear call, values can overlap the other calls;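 also: luminescence divided by OD600 gain over 9 h not by final OD600 alone; inactives centre near 13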
HDAC3 inh = human HDAC3 inhibition; recombinant HDAC3, fluorogenic peptide/trypsin coupled, fluorescence; inhibition, % at 8.3 µM; hit rate 0.15% among 320,000; in the data active = inhibition above about 26%, passing the limit was not always enough; inconclusive = no clear call, values can overlap the other calls
Target sequence (O15379 whole entry, looked up): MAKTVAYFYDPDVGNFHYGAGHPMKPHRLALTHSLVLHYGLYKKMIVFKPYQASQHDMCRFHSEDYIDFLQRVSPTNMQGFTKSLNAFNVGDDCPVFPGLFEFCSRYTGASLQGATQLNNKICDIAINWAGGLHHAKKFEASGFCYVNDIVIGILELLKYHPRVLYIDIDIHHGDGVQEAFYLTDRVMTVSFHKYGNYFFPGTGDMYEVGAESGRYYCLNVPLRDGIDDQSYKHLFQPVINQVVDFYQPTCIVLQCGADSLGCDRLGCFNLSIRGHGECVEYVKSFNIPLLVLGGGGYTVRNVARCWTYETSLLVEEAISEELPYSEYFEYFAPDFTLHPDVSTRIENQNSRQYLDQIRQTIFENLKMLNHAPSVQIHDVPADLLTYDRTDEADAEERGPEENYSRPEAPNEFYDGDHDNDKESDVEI
Platelet DG rel = platelet dense granule release activity | hit rate 0.22% among 300,000 | human platelet-rich plasma, SFLLRN dense granule ATP release, luminescence | AID 1663 | inhibition, %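 (compounds screened at 7.5 µM in platelet-rich plasma)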;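 active = mean replicate score, as percent of positive control, at or above 50; inconclusive = mean below 50 but at least one replicate at or above 50; inactive = mean and every replicate below 50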
An asterisk follows results filed as active; ? = inconclusive; nt = no result given.

SMILES	HSF1 inhib	HSF1 activator	IEC-6 tox	HSP90 refold inh	KLF5 inhibitor	aSyn UTR inh	HIF act	AI-2 QS modul	HDAC3 inh	Platelet DG rel
COC(=O)C1=NN(c2ccccc2)C2(S1)SC(C(C)=O)=C(C)N2c1ccccc1 (stereo not drawn)	5	10	-3	-1	-20	12	0.2	10	8	-6
Cc1cc(NC(=O)c2noc3c2CCCC3)n(-c2ccccc2)n1	-2	-1	-3	3	-36	-9	0.0	28	-3	1
Cc1cc(C)c2cc(C(=O)N3CCC(N4CCCCC4)CC3)[nH]c2c1	5	7	-12	-4	-29	-11	1.1	7	-2	-9
CCOC(=O)c1c(C)oc2ccc(NS(=O)(=O)c3cccs3)cc12	10	-9	2	2	-9	16	0.0	51	1	0
O=C(NCC(=O)N(c1ccccc1)C(C(=O)NCC1CCCO1)c1ccccc1)c1cccs1 (stereo not drawn)	3	8	2	-2	12	15	-0.5	28	-8	1
CCOC(=O)c1ccc(N(C(=O)c2cnccn2)C(C(=O)NC2CCCCC2)c2cn(C)nc2C)cc1 (stereo not drawn)	-3	4	-5	2	-33	15	-0.4	4	4	-4
Cc1cc2nc(-c3ccncc3)cc(C(F)(F)F)n2n1	nt	nt	13	3	5	nt	nt	12	4	nt
CN(C)c1ccc(/C=N/N(CCC#N)C2=NS(=O)(=O)c3ccccc32)cc1	-7	-9	2	2	-13	-2	0.3	6	-2	4
CN(C)C(=O)NC(O)C(Cl)Cl (stereo not drawn)	2	17	1	-3	-23	27	0.4	8	?	0
O=C(CSc1ccc(-c2ccco2)nn1)Nc1cccc(F)c1	12	7	-1	3	-43	-20	0.7	-1	2	-7
COc1ccc(NS(=O)(=O)NC(=O)c2cn(C)c3ccccc23)cc1	?	-59	-1	-2	-18	-27	1.5	21	?	2
CCOc1ccc2[nH]c(=O)c(CN(Cc3nnnn3CCc3ccccc3)CC3CCCO3)cc2c1 (stereo not drawn)	6	14	-3	1	-25	28	-0.1	8	5	-19
Cn1c(=O)oc2cc(S(=O)(=O)NCCC(=O)NCc3ccc(F)cc3)ccc21	-1	-7	7	1	8	-16	-0.5	8	-8	1
O=C(C1CCCCC1)N1CCC(O)(c2ccc(Cl)cc2)CC1	7	3	0	8	-32	-8	0.3	23	0	3
CCOCCCNC(=S)NCCCNc1nc2cc3c(cc2cc1C#N)OCO3	2	9	-2	-3	-20	-3	0.2	3	-40	-1
COC(=O)c1ccc(C23CC4(C2)[C@H](CN(C)[C@@H]4c2ccccc2)C3c2ccc(C(F)(F)F)cc2)cc1 (stereo partly drawn)	14	15	nt	nt	nt	34	-0.4	8	7	16
O=C(NNC(=O)c1sccc1-n1cccc1)Nc1ccc(F)cc1	0	-2	3	-2	1	-30	-0.7	9	2	1
Cn1c(C(=O)Nc2ccc3c(c2)OCCO3)cc2c(=O)n(C)c3ccccc3c21	-16	-13	7	3	-47	-5	-0.4	22	6	5
CCN(CC)C(=O)n1nc(C)c(CN2C(=O)c3ccccc3C2=O)c1C	2	-11	3	2	-7	12	0.3	25	-8	1
CC(=O)Nc1ccc(NC(=O)C(=O)N/N=C/c2cccnc2)cc1	-2	2	-1	10	4	-12	-0.3	13	nt	3
CC1CCCCN1CC(=O)c1c(N)n(Cc2ccccc2)c(=O)n(C)c1=O (stereo not drawn)	nt	nt	1	4	-21	nt	nt	10	1	nt
C#C[C@]1(O)CC[C@H]2[C@@H]3CCc4cc(O)ccc4[C@H]3CC[C@@]21C	12	15	-8	8	-2	28	0.7	-7	7	4
O=C(Cc1ccccc1)NCCc1c[nH]c2ccccc12	-1	3	-4	-3	-10	-3	-0.6	12	-4	-6
CCN(CC)CCCNC(=O)c1cc(Cl)c(NC(=O)C2=C(C)OCCS2)cc1OC	0	10	5	-5	-56	-16	0.2	20	3	-6
Cc1ccc(CNC(=O)Cc2cccs2)cc1	10	15	-1	-3	-85	-70	1.9	-18	-6	-5
O=C(c1ccc(Cl)c([N+](=O)[O-])c1)N(Cc1ccc(F)cc1)C1CCS(=O)(=O)C1 (stereo not drawn)	0	6	5	1	5	-4	-0.4	26	-5	7
Cc1ccc(CN2CCN(Cc3cnn(-c4ccc(F)cc4)c3)CC2CCO)o1 (stereo not drawn)	-2	10	4	1	13	-30	0.0	11	-2	-3
CSc1ccccc1C(=O)Nc1ccc2c(c1)CCC2	10	16	-6	-5	-47	-135	2.9	21	-3	-1
C=CCOc1cccc(C2C(C(=O)c3cccs3)=C(O)C(=O)N2Cc2cccnc2)c1 (stereo not drawn)	13	9	-2	-2	-30	-3	0.1	20	-3	10
Cc1ccc(S(=O)(=O)CC(=O)Nc2ccc(F)c(F)c2F)cc1	2	21	-2	-2	-20	4	-0.1	18	0	0
O=C(Nc1ccnn1C1CCN(C/C=C/c2ccccc2)CC1)c1ccccc1Cl	3	-3	-3	-4	1	10	-0.5	50	2	1
CCc1ccc(OCc2ccc(C(=O)OC)o2)cc1	28	41	-3	56*	-154	-220	7.2	17	-1	-2
CCOc1ccc(-c2cc3nc(C4CCN(C(=O)OC(C)(C)C)CC4)c(C(=O)O)cn3n2)cc1	-1	-9	-4	-3	-49	32	0.0	32	-5	-3
CN(C)S(=O)(=O)c1cccc(NC(=O)COC(=O)c2ccc([N+](=O)[O-])o2)c1	3	-14	-2	-1	-8	4	0.0	50	-4	4
COc1ccc(C(=O)NCc2nnc(SCC(=O)NC3CCCCC3)o2)cc1	7	1	-1	0	-35	37	0.0	11	-4	3
COc1cccc(-n2nc(-c3ccnn3-c3ccc(F)cc3)c(=O)n(C)c2=O)c1	11	-16	-10	1	-33	2	0.2	-4	4	-22
CCCCc1c(C)c(C#N)c2nc3ccccc3n2c1Nc1c(C)n(C)n(-c2ccccc2)c1=O	9	16	2	3	7	-11	-1.3	23	1	-3
Cc1nc2cc(-c3ccccc3)[nH]n2c(=O)c1C	25	33	8	6	-142	-114	1.3	10	-15	4
COc1ccc(C(CC(=O)NC(C)(C)C)n2cccc2)cc1 (stereo not drawn)	-3	-6	3	-2	-13	8	-0.4	18	-1	-2
O=C1CC(N2CCN(C(c3ccccc3)c3ccccc3)CC2)C(=O)N1Cc1ccc(N2CCCC2=O)cc1 (stereo not drawn)	3	-3	1	4	-31	30	-1.1	11	1	3
CCOc1ccc(/C=C/C(=O)OC(C)C(=O)NC2CCCCC2C)cc1OC (stereo not drawn)	0	-9	nt	nt	nt	15	-0.1	14	5	-12
COc1ccc2[nH]c3c(c2c1)CCN1C(=O)N([C@@H](C)C(=O)NCc2ccc(F)cc2)C(=O)[C@]31C	1	1	5	0	8	26	-0.2	23	0	-4
Cn1nnnc1SCCNC(=O)C1CCC(=O)N(Cc2ccccc2F)C1 (stereo not drawn)	-3	-19	0	6	-8	-15	0.1	8	-4	9
O=C(c1cccnc1)N1CCN(C(=O)c2ccco2)CC1	0	17	0	0	-3	-35	-0.1	17	1	-4
COc1ccc(CN(C)CC(=O)Nc2sc3c(c2C#N)CCC3)c(OC)c1	5	5	5	1	-2	-4	-0.9	2	?	2

Look-ups from the results shown.
O=C(c1ccc(Cl)c([N+](=O)[O-])c1)N(Cc1ccc(F)cc1)C1CCS(=O)(=O)C1 (stereo not drawn) @ HDAC3 inh: -5
CCOc1ccc(-c2cc3nc(C4CCN(C(=O)OC(C)(C)C)CC4)c(C(=O)O)cn3n2)cc1 @ KLF5 inhibitor: -49

The listing continues:
SMILES	HSF1 inhib	HSF1 activator	IEC-6 tox	HSP90 refold inh	KLF5 inhibitor	aSyn UTR inh	HIF act	AI-2 QS modul	HDAC3 inh	Platelet DG rel
CCOC(=O)c1nn(-c2ccccc2)c(=O)c2c(NC(C)=O)scc12	-9	-24	10	3	11	-15	-0.4	29	2	-1
COCCN1CC(C(=O)NCCc2nc(C)c(C)s2)CCC1=O (stereo not drawn)	-11	-11	1	3	-12	4	0.4	18	1	-7
Cc1cc(C)c(S(=O)(=O)c2ccccc2F)c(=O)[nH]1	-5	-2	3	2	-42	13	-0.6	15	-3	-5
COCc1cc(CN2CCCC(C(=O)c3cccc(C(F)(F)F)c3)C2)ccc1OC (stereo not drawn)	3	19	2	0	-6	-14	-0.1	0	-3	-2
COc1ccc(NC(=O)c2oc3cc(C)c(C)cc3c2C)c(OC)c1	6	-12	5	3	-5	-32	-0.2	25	-11	3
O=c1oc2cc(OCc3ccc([N+](=O)[O-])cc3)ccc2c2c1CCCC2	10	-3	3	2	-2	-65	1.6	5	0	1
COC(=O)CN1C(=O)C(O)(CC(=O)c2ccc(C)o2)c2ccccc21 (stereo not drawn)	5	29	5	-3	21	-11	-0.3	15	4	-7
CCN(C(=O)CN1C(=O)S/C(=C\c2ccc(Cl)cc2)C1=O)C1CCS(=O)(=O)C1 (stereo not drawn)	3	11	2	-2	-9	14	0.4	17	-4	4
Cc1cccc(-n2ncc3c(N)ncnc32)c1	4	24	5	7	-10	-74	-0.9	-3	-7	-2
O=S(=O)(Nc1cc(Cl)cc(Cl)c1)N1CCOCC1	-9	1	1	1	-44	-5	-0.3	8	-4	-6
CC1CCCN(C(=O)CCS(=O)(=O)Cc2ccccc2)C1 (stereo not drawn)	-5	7	0	4	-29	-10	0.4	-2	0	-11
O=C(O)c1cc(N/N=C/c2c[nH]c3ccccc23)ccc1Cl	-4	-10	4	40*	-25	9	0.9	3	0	2
CCOc1ccccc1NC(=O)Cn1nnc(C(=O)NCCc2ccc(OCC)c(OCC)c2)c1N	-1	-9	1	2	4	24	-0.4	43	1	1
O=C(c1ccccc1Sc1cccc2ccccc12)N1CCOCC1	11	-17	2	5	-20	-1	-0.3	nt	-6	-4
CCOc1cnc(-c2ccc(OC)cc2)o1	5	1	-3	-2	-83	-106	2.7	13	-4	-12
OC(Cn1cncn1)(c1ccc(F)cc1)c1ccc(Cl)cc1 (stereo not drawn)	-2	8	-4	2	-50	1	0.9	2	3	-1
Cc1nc(N2CCCCC2C)c2c(C)c(C(=O)Nc3cccc(C(F)(F)F)c3)sc2n1 (stereo not drawn)	26	21	7	3	-27	24	-0.4	13	-2	7
COc1ccc(N2C(N)=NC(N)=NC2(C)C)cc1	1	-1	53*	1	-15	81*	-0.1	7	-3	-2
CC(=O)Nc1ccc2nc3ccccc3nc2c1	26	47	-1	1	-72	-82	2.5	11	-2	-3
COC(=O)c1ccc(OC)c(CN2CCCN(Cc3ccc(F)cc3)S2(=O)=O)c1	0	29	4	1	-18	18	-43	9	3	-3
Cc1cc(N2C3CCC2CC(O)(c2ccc(F)cc2)C3)nc(-c2ccccc2)n1 (stereo not drawn)	-7	2	-3	0	-11	18	-0.5	5	?	6
CC(=O)Cc1nsc(NC(=O)c2ccc(COc3ccccc3C)o2)n1	-3	-8	5	0	-12	1	0.5	-1	6	0
COc1ccc(-n2nc(C(=O)NCC(=O)NCc3ccccc3OC)c3ccccc3c2=O)cc1	-7	6	-1	-2	-11	6	-0.5	18	-4	0
O=C(Nc1ccccc1)C1CCN(S(=O)(=O)c2ccc3c(c2)OCCO3)CC1	-9	-3	nt	nt	nt	-7	0.3	22	3	1
